High-throughput results deposited in PubChem BioAssay by several laboratories.
PDI turbidity: inhibitors of human protein disulfide isomerase. PDI insulin aggregation turbidity, A650, 90 min. inhibition, % at 10 µM. hit rate 0.052% among 350,000;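 active = mean inhibition across replicates of 30% or more, whatever share of single replicates reach that level; inconclusive = mean inhibition below 30% while every single replicate reaches 30%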;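 note: absorbance from insulin aggregation driven by PDI reduction with DTT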
Target sequence (P07237 whole entry, looked up): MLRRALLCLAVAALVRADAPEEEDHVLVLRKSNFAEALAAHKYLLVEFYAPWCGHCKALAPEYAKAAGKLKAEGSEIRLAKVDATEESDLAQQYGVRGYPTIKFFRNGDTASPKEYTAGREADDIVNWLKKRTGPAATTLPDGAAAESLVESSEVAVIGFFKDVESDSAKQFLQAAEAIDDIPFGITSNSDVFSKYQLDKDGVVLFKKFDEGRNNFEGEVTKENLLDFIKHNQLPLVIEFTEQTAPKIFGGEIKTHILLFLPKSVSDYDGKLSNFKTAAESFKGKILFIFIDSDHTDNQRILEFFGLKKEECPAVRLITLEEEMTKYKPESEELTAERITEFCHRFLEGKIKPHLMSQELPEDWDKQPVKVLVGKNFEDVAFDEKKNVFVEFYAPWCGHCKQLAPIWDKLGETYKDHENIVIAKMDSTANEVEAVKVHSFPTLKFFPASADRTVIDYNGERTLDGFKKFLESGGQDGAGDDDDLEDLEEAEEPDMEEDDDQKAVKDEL
HTR2A ag: activates the mouse 5-HT2A serotonin receptor; CHO-K1 mHTR2A beta-arrestin complementation, luminescence; percent of 30 µM serotonin response; hit rate 0.66% among 360,000; activation, % at 7.6 µM; P35363;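 active = activation above a run cutoff, the mean activation of all tested compounds plus 3 SD, cut at about 14% in these data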;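 note: 0% = plate median of compound wells and 100% = 30 µM serotonin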
Target sequence (P35363 whole entry, looked up): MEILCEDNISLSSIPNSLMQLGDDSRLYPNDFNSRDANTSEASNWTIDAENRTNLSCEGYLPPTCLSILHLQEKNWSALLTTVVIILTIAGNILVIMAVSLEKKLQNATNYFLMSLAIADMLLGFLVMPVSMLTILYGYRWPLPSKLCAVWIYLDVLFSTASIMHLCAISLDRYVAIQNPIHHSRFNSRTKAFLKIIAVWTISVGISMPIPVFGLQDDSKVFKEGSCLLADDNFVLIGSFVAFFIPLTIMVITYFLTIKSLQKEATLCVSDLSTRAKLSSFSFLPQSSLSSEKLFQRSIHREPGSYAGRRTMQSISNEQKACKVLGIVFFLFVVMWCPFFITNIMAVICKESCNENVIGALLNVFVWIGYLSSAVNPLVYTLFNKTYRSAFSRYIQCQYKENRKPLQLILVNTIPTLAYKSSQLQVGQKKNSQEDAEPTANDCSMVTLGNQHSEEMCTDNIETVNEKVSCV
CaV13 ICDI inh: Primary screen for inhibitors of IQ motif and Ca2+-dependent inactivation inhibitor domain binding in CACNA1D, Förster resonance energy transfer in living cells, …. HEK cells, CFP/YFP FRET ICDI-IQ, plate reader, 10 min; percent FRET-ratio fall versus neutral wells. inhibition, % at 12.3 µM. hit rate 0.098% among 340,000. AID 743397;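 active = mean replicate inhibition of at least 30% and at least 1% of replicates passing that level; inconclusive = only one of the two criteria is met; inactive = neither criterion is met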;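 note: 0% = median of the neutral control wells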
N-glyco inh: blocks N-linked glycosylation in D54 reporter cells. reporter increase, % at 12.5 µM. D54 ERlucT glycosylation luciferase reporter, 24 h; percent of 100 nM tunicamycin response. hit rate 0.23% among 360,000;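 active = mean luciferase reporter signal, scaled so untreated is 0 and the glycosylation-blocking control 100, at or above a set limit in every replicate; inconclusive = mean reaches the limit but not every replicate does; inactive = mean below the limit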;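 note: luciferase carries N-glycosylation sites so blocking glycosylation raises the light; 0% = median of neutral control wells and 100% = median of 100 nM tunicamycin wells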
aDG glyco act: increases alpha dystroglycan glycosylation; hit rate 0.22% among 360,000; Pro5-aDG cells, alpha-DG glycosylation AlphaScreen (IIH6); 0% Pro5, 100% B10-LARGE cell signal; activation, % at 10 µM;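 active = activation of at least 8% versus controls, or a plate z-score of at least 8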;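 note: Pro5 are CHO cells carrying HIG-tagged alpha-DG that lacks glycosylation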
ABCB6 inh MLPCN: blocks the human ABCB6 transporter | fluorescence ratio to DMSO, % at 10 µM | hit rate 0.19% among 360,000 | K562-ABCB6 porphyrin accumulation, flow cytometry, 1 h; active compounds read low | Q9NP58 | AID 602162;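 active = fluorescence ratio to DMSO below 75%, the collection mean minus 3 SD; inconclusive = too few cells collected in the well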;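 note: signal is porphyrin accumulated inside mitochondria; 100% equals median channel fluorescence of DMSO control wells; lower ratio means ABCB6 inhibition with less porphyrin fluorescence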
hiPSC survival: increases survival of single human iPS cells; hiPSC single-cell survival, ATPlite luminescence; 100% = ROCK inhibitor wells, 0% = DMSO; survival enhancement, % at 20 µM; hit rate 0.044% among 360,000; AID 602274; in the data active = survival enhancement above about 18%;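 note: cells exposed to compounds for 16 hours before the ATP read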
Exocytosis inh: lytic granule exocytosis inhibition. hit rate 0.66% among 360,000. TALL-104 LAMP-1 surface exposure, flow cytometry; cells stimulated with thapsigargin and PMA. inhibition, % at 10 µM;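 active = inhibition above about 55%, limit read from the data; inconclusive = no clear call, values can overlap the other calls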
H9c2 protect: protects H9c2 cardiomyocytes from peroxide injury; H2O2 injury protection, ATPLite, 2 h; protection from H2O2 cell death, % at 20 µM; hit rate 0.63% among 360,000; AID 588492;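 active = compounds giving at least 50% protection of heart cells from peroxide-induced death in the single-dose screen, raw or plate-pattern-corrected value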;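 note: 0% = DMSO wells with peroxide and 100% = DMSO wells without peroxide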
Vif inh: blocks HIV Vif function; HEK293T cells, Vif self-association by quenched fluorescence, imaging, 24 h; inhibition, % at 7.49 µM; hit rate 0.35% among 340,000; AID 602346; in the data active = inhibition above about 50%, passing the limit was not always enough; inconclusive = no clear call, values can overlap the other calls; inactive = below about 31%; note: some results filed as inactive read as strong as hits
Active calls of the source: *; ? = inconclusive; · = not tested or not shown. Outcome played no part in choosing rows. About 3.1% of those tested had a hit in this group.

SMILES	PDI turbidity	HTR2A ag	CaV13 ICDI inh	N-glyco inh	aDG glyco act	ABCB6 inh MLPCN	hiPSC survival	Exocytosis inh	H9c2 protect	Vif inh
Cc1ccc(NC(=O)CSCC#N)cc1Cl	6	1	-2	1	-0.3	91	3.5	4	-2	?
O=C(NCCc1ccccc1)C1CCN(C2CCN(Cc3ccc(CO)o3)CC2)CC1	3	-1	-6	-1	-0.1	100	1.0	-3	-6	-2
O=C(NCc1ccc(C(F)(F)F)cc1)c1ccc(-c2cccnc2)c2ccoc12	-6	-8	-4	-1	-0.1	86	6.9	-12	0	2
O=C1C2C3C=CC(C3)C2C(=O)N1/N=C/c1cc(Br)cc([N+](=O)[O-])c1O (centres undefined)	12	-3	·	0	-0.1	95	-2.3	2	-23	3
COc1cccc(C(=O)Nc2cccnc2)c1OC	2	0	-2	1	0.0	98	-0.2	0	-4	10
O=C1Nc2cc(C(=O)N3CCOCC3)ccc2S/C1=C/c1ccccc1F	-7	-4	-5	-5	0.1	96	-0.6	4	-1	-2
Cc1c(Cl)cccc1NC(=O)CNC(=O)C1CC(=O)N(CCc2ccccc2)C1 (centres undefined)	3	-7	-6	0	0.4	99	0.0	0	6	-2
O=C(COc1ccc(/C=N/NC(=O)c2ccc(O)cc2)cc1)Nc1cccc([N+](=O)[O-])c1	-8	3	-1	-3	0.1	100	5.3	-2	-2	5
COCCN=C1Sc2nc3ccc(C)cc3cc2CN1Cc1ccco1	1	-5	-8	-2	-0.1	99	-2.2	-8	7	·
CCN(C[C@H]1N[C@@](C)(C(=O)OC)[C@H]2C(=O)N(C)C(=O)[C@@H]12)S(=O)(=O)c1ccc(-c2ccccc2)cc1	4	-2	-3	1	0.2	97	2.5	-4	4	-6
CC(=O)NCCc1ccc(S(=O)(=O)N(C)C2CCS(=O)(=O)C2)cc1 (centres undefined)	0	1	-8	-1	0.0	103	-1.0	-3	-4	·
CCC1C(=O)CC(c2ccc([N+](=O)[O-])cc2)NC1c1ccc([N+](=O)[O-])cc1 (centres undefined)	-3	0	-1	-4	0.3	99	-0.7	13	-7	1
CCN(CC)CCN(C(=O)c1ccc([N+](=O)[O-])cc1)c1nc2c(OC)cccc2s1	-1	-4	-6	2	0.1	94	0.5	7	10	-8
O=[N+]([O-])c1ccc2c(c1)Cc1cc(F)ccc1-2	-1	3	-2	6	0.3	104	5.9	7	-4	17
Cn1cnnc1SCC(=O)N1CCN(C(=O)c2ccco2)CC1	-7	6	-1	2	-0.1	103	-0.7	3	0	9
CC(C)CN(C)Cc1c(C(=O)N2CCc3ccccc3C2)nc2ccc(Cl)cn12	2	-4	3	-3	0.2	97	0.0	-2	-2	-10
c1cc2c(cc1NC1CCCCCC1)OCO2	-2	1	-23	0	-0.2	110	-0.6	-1	0	4
CCC(C)C(NC(=O)C1CCC(C)CC1)C(=O)NC(C(=O)OC)C(C)C (centres undefined)	3	6	-3	-3	-0.2	97	2.2	2	-3	-8
CCOc1ccccc1OCCCC(=O)NC1CCCc2ccccc21 (centres undefined)	1	2	-2	-2	0.1	98	-0.1	4	-2	-19
COc1cccc2cc(C(=O)c3ccccc3)oc12	2	1	-4	0	0.2	269	2.8	-2	5	1
COc1cc(CNCCO)cc(Br)c1OCc1ccccc1	0	-10	-4	0	0.0	95	-0.6	1	8	0
O=C(CCc1nc2ccccc2s1)c1ccccc1	13	6	-5	-1	-0.2	93	-0.4	0	0	6
Cc1ccc(-c2noc(-c3ccccc3Br)n2)cc1	6	2	·	-15	0.1	92	-2.5	-1	-30	0
Cc1cc(C=C2C(=O)c3ccccc3C2=O)c(C)n1-c1ccc(Cl)cc1	-3	1	-8	-10	-0.1	116	-1.1	-4	-6	-9
CCCn1c(N2CCN(C)CC2)nc2c1c(=O)[nH]c(=O)n2C	-13	1	·	1	-0.3	87	2.1	-2	8	·
CC(C)C(=O)N1CCN(c2ccc(NC(=O)COc3ccccc3[N+](=O)[O-])cc2)CC1	-6	12	-6	-4	-0.5	91	0.3	1	72*	-1
CC1=NN(C(=O)COc2cc(C)ccc2C(C)C)C(O)(c2ccccc2)C1 (centres undefined)	0	-1	-4	-1	0.1	96	-0.4	3	3	4
COCOCCn1cc(CN2CCS(=O)(=O)N(Cc3ccc(-c4ccc(Cl)nc4)cc3)C(C)C2=O)nn1 (centres undefined)	-13	3	-7	2	-0.1	96	4.2	1	-3	0
COC(=O)CCN(Cc1ccccc1)S(=O)(=O)c1ccccc1Br	9	-1	-10	1	-0.1	98	1.3	-1	-5	2
COCc1ccc(C(=O)N2CCN(CC(=O)N3CCCC3)CC2)cc1	12	4	-5	-1	0.0	96	-0.6	2	0	6

Another view of some results above.
structure,PDI turbidity,HTR2A ag,CaV13 ICDI inh,N-glyco inh,aDG glyco act,ABCB6 inh MLPCN,hiPSC survival,Exocytosis inh,H9c2 protect,Vif inh
CCC(C)C(NC(=O)C1CCC(C)CC1)C(=O)NC(C(=O)OC)C(C)C (centres undefined),3,6,-3,-3,-0.2,97,2.2,2,-3,-8
Cc1ccc(NC(=O)CSCC#N)cc1Cl,6,1,-2,1,-0.3,91,3.5,4,-2,?

(continued)
SMILES	PDI turbidity	HTR2A ag	CaV13 ICDI inh	N-glyco inh	aDG glyco act	ABCB6 inh MLPCN	hiPSC survival	Exocytosis inh	H9c2 protect	Vif inh
Cc1ccc(S(=O)(=O)/N=C(\CN2CCOCC2)N2CCCC2)cc1	1	0	·	0	-0.2	98	2.4	-6	0	5
C/C(=N\NC(=O)c1nn(C)cc1Br)c1cccc(NC(=O)c2ccncc2)c1	6	1	-6	-2	-0.1	105	-1.6	0	0	13
COc1ccc(N=Cc2c(O)[nH]c3ccccc23)cc1	-2	-4	·	-8	-0.2	100	-4.9	13	2	-7
OC(c1ccc2c(c1)OCO2)c1ncc(-c2cccc(C(F)(F)F)c2)[nH]1 (centres undefined)	-2	-3	-5	0	-0.2	99	6.6	-7	-4	-26
COc1ccc(NC(=O)C2CCC(=O)N2C(=O)OCc2ccccc2)cc1 (centres undefined)	0	1	-5	0	-0.2	104	-0.6	-3	-4	-1
COc1ccc(/C=N\NC(=O)C2CCCC2)cc1Br	4	-7	·	5	0.4	92	-0.3	-2	8	0
O=C(c1ccncc1)N1N=C2CCCCCC2C1(O)C(F)(F)F (centres undefined)	4	-8	3	3	-0.1	101	0.2	0	0	-6
CC(=O)N1c2ccc(S(=O)(=O)N(C)CC(=O)NC3CCCC3)cc2CC1C (centres undefined)	-11	7	-5	0	-0.4	107	-0.5	-10	-4	11
CC(=O)Nc1nnc(SCC(=O)NC2CCCC2)s1	11	-2	-4	2	-0.2	98	0.0	9	2	3
O=C(Cc1c[nH]c2ccccc12)NCc1ccco1	-3	5	-3	0	-0.2	107	-0.1	-1	8	-8
Cc1ccc(-c2cc(C(=O)NCc3cccs3)no2)cc1	-4	-3	·	1	0.1	99	4.1	-3	-8	3
COc1ccc(-c2cc(C(=O)NCCc3ccc(S(N)(=O)=O)cc3)c3ccccc3n2)cc1	4	-6	-2	-1	-0.5	97	-0.3	-14	19	-4
S=C(Nc1ccc2c(c1)OCO2)N1CCN(Cc2ccco2)CC1	2	2	-2	-3	-0.3	104	-1.7	0	-25	-4
Cc1ccccc1NC(=O)CSc1nnc(C2CC2)n1CC1CCCO1 (centres undefined)	-27	8	-7	2	0.0	98	0.2	-3	2	4
Fc1ccc(-c2nc3ccc(Br)cn3c2Cc2cccc(F)c2)cc1	·	7	-4	1	0.0	104	-0.6	4	-3	·
Cc1cccc(NC(=O)CSc2nc3nc4c(cc3c(=O)n2-c2ccccc2)CCCC4)c1	-7	0	-4	-3	-0.1	94	5.5	-1	-2	-13
COc1ccc(CNC(=O)C/C(C)=N/NC(=O)C(c2ccccc2)c2ccccc2)cc1	-72	-3	-5	-2	0.1	93	0.5	3	10	-4
CC(=O)c1ccc(NC(=O)CN2C(=O)CCC2=O)cc1	0	3	-7	2	1.1	95	-0.6	0	0	7
C=CCN(c1ccc(F)cc1)S(=O)(=O)c1cc(C(=O)NC2CCC(O)CC2)ccc1Cl (centres undefined)	-1	-2	-5	3	0.3	97	-0.4	2	8	-9
CCOc1ccccc1OCCOCCOc1c(Cl)cccc1Cl	-14	1	-16	-2	0.2	95	-1.2	-15	-12	-12
CC(C)N(C(=O)[C@H]1CC(CC(=O)NC(C)(C)C)C(=O)N2CCc3c([nH]c4ccccc34)[C@]12C)C(C)C (some centres undefined)	-1	-2	-4	-2	-0.1	96	-2.2	-1	-3	·
O=C(CNC(=O)c1cccs1)NCC(=O)OCc1ccc(F)cc1	-4	2	3	0	0.6	96	2.4	3	4	-12
O=C1c2ccccc2C(O)(Cc2ccccc2)N1Cc1ccco1 (centres undefined)	6	-4	-9	0	1.9	102	1.0	-2	3	·
O=C(Nc1ccc(-c2nnc(-c3ccccc3)o2)cc1)c1ccc(Br)o1	-1	-2	·	2	0.4	94	-0.7	-1	19	-4
CON=C1C=C(C)C(=O)C(C)=C1C	10	2	-9	-1	-0.1	101	-2.3	-3	0	2
Cn1ncc(Cl)c1C(=O)Nc1ccc(Cl)cn1	2	-3	-5	0	-0.2	95	-0.4	0	-1	9
Cc1ccc2sc(C)[n+](CCO)c2c1	1	6	1	1	-0.1	113	-0.3	-2	-2	-4
O=C(Nc1nccs1)c1sc2cc(Cl)ccc2c1Cl	-1	-2	·	-2	0.1	96	-0.2	4	1	-7
CCn1nc(C(=O)Nc2ccc3nc(C)sc3c2)c2ccccc2c1=O	2	-1	-4	-1	0.3	98	3.8	-2	50	-1
COc1ccccc1CCNC(=O)C(=O)NCC1OCCN1S(=O)(=O)c1ccc(C)cc1 (centres undefined)	·	-1	-4	-2	0.1	96	0.2	-2	-7	-2
COc1ccc(N(CC(=O)N2CCC(C(N)=O)CC2)S(=O)(=O)c2ccccc2)cc1	5	-3	-5	0	0.0	96	-0.2	-2	4	7
O=C1c2ccccc2NC(c2ccco2)N1O (centres undefined)	-14	-3	-5	1	-0.1	97	2.4	1	8	-8
Cc1c(-c2ccccc2)c(-c2ccc(OCCN(C)C)cc2)n2ccccc12	3	5	-7	1	0.2	118	-0.6	-2	5	-4
COC(=O)c1sc2nc(C)cc(C)c2c1N	-2	2	2	4	-0.2	97	0.8	1	-3	-3
COc1cccc(NC(=O)CSc2ncnc3c2cnn3Cc2ccccc2)c1	-8	5	-7	-3	-0.2	91	-0.8	-3	-13	-1
Cc1c(Cl)cccc1NC(=O)Nc1ccccc1C(N)=O	4	2	-7	1	0.0	102	-0.7	0	18	1
Cn1[nH]c(C(F)(F)F)c(C=NCc2ccc(Cl)cc2)c1=O	3	1	-9	2	0.2	110	3.6	14	9	-17
CCN(CC)C(=O)CC(c1ccc2c(c1)OCO2)c1c(O)cc(OC)cc1OC (centres undefined)	-4	-2	-11	-1	-0.1	102	-1.0	-6	11	-1
CC[C@@H](NS(=O)(=O)c1ccc(C)cc1)C(=O)Oc1ccc2c3c(c(=O)oc2c1)CCC3	5	11	-2	3	0.0	105	-0.6	0	-16	2
COC(=O)/C(=C/c1ccco1)NC(=O)c1ccco1	-10	2	-4	2	0.0	98	0.9	-1	8	-6
